HEK293 viab: GF-AFC viability counterscreen for inhibitors of alpha-synuclein gene (SNCA) expression; HEK-293-SNCA-luc viability, GF-AFC fluorescence, 24 h; Potency, µM (highest dose often 57.1 µM), for inactives: at the highest dose activity change, negative = cytotoxicity, usual class: cytotoxic; 150,000 compounds, 0.12% hits; AID 1671193, 2021;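 also: potency is read from the fitted curve at half-maximal effect; 0% = DMSO-treated cells and -100% = medium-only wells without cells; nearly all actives have a fitted effect of over 30% in size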
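HEK-293-SNCA-luc cells (1500/well) plated 24 h, then exposed 24 h to a dilution series; GF-AFC added 30 min at 37C, fluorescence 405/540 nm; normalised to medium-only and DMSO wells, Hill fit.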
HEK cytotox: Cytotoxic Profiling in HEK 293 Cell Line of Diverse Libraries Using Quantitative High-Throughput Screening; HEK 293 viability, ATP luminescence (CellTiter-Glo), 48-72 h; Potency, µM (titrated, usually from 115 µM), for inactives: top-dose activity change, negative = cytotoxicity, hits mostly inhibitors; 94,000 compounds, 6.6% hits; also: potency is read from the fitted curve at half-maximal effect; nearly all actives have a fitted effect of over 60% in size
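HEK 293 cells seeded at 250 cells/well were exposed to compound for 48 or 72 hr at 37 degree Celsius. Viability taken as ATP content by CellTiter-Glo luminescence.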
Luciferase inh: Firefly luciferase inhibition profiling of diverse chemical library using quantitative high-throughput screening. 76,000 compounds, 2.5% hits. Potency, µM (series often up to 115 µM), without a hit: at the top dose activity change, negative = inhibition, actives largely listed as inhibitors. purified P. pyralis luciferase, luminescence, biochemical. Luciferin 4-monooxygenase (Photinus pyralis), P08659. AID 1347043, 2019; also: potency is read from the fitted curve at half-maximal effect; nearly all actives have a fitted effect of over 65% in size
Target sequence (P08659 whole entry, looked up): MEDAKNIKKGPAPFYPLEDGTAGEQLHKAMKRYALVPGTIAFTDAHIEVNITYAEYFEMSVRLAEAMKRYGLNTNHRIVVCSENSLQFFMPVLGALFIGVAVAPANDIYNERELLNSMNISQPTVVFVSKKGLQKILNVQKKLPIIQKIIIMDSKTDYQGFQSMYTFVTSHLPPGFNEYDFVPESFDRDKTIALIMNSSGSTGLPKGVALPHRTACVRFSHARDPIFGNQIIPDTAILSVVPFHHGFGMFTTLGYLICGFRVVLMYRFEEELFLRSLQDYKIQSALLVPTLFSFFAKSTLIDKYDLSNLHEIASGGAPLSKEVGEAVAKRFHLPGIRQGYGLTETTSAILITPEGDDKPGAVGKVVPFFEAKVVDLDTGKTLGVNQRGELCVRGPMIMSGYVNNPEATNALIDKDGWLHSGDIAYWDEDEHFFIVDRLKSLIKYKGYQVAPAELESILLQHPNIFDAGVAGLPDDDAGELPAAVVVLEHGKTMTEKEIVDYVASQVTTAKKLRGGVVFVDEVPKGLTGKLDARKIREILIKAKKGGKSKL
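Purified 10nM P. pyralis luciferase with 10uM D-luciferin and 10uM ATP in 50mM Tris acetate pH 7.5, 10mM Mg acetate, 0.01% Tween-20, 0.05% BSA. qHTS titration; luminescence read by CCD imager.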
3T3 cytotox: Cytotoxic Profiling in NIH 3T3 Cell Line of Diverse Libraries Using Quantitative High-Throughput Screening; NIH 3T3 viability, CellTiter-Glo ATP luminescence, 48-72 h; Potency, µM (series often up to 96.7 µM), for the others: top-dose activity change, negative = cytotoxicity, most hits filed as inhibitors; 94,000 compounds, 4.3% hits; AID 1345082, 2018; also: potency is read from the fitted curve at half-maximal effect; nearly all actives have a fitted effect of over 55% in size
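Viability of NIH 3T3 cells after 48 or 72 hr compound treatment at 37 °C was assessed by CellTiter-Glo, with luminescence imaged following a 10 min room-temperature step.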
SNCA expr inhib: Primary qHTS assay for inhibitors of alpha-synuclein gene (SNCA) expression. 140,000 compounds, 0.17% hits. Potency, µM (highest dose often 57.2 µM), for inactives: at the highest dose activity change, negative = inhibition, usual class: inhibitors. HEK-293 SNCA-luciferase knock-in, luminescence, 24 h;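 also: potency is read from the fitted curve at half-maximal effect; plate controls were DMSO cells for no effect and cell-free wells for full effect; nearly all actives have a fitted effect of over 45% in size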
IP6K1 inhibitor: Primary qHTS assay for small molecule inhibitors of Inositol hexaphosphate kinase 1 (IP6K1); Inositol hexakisphosphate kinase 1 (Homo sapiens), Q92551; IP6K1 kinase, ADP-Glo luminescence, 2 h; stronger effect = lower value; activity change, % (series mostly up to about 58 µM); 140,000 compounds, 0.81% hits; AID 1645851, 2021; in the data active = activity change below about -25%
Target sequence (Q92551 whole entry, looked up): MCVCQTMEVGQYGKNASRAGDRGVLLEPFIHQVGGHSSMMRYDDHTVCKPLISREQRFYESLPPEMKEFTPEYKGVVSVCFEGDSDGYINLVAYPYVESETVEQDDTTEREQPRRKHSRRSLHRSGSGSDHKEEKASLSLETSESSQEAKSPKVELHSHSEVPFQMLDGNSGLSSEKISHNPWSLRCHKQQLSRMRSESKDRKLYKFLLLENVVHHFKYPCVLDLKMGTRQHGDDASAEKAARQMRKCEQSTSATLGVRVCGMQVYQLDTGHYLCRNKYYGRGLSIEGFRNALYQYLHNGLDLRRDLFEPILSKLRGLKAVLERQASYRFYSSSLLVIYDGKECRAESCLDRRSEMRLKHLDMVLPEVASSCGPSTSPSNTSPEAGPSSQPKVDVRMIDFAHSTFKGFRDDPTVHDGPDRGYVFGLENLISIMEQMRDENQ
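ADP-Glo luminescence measures ADP made by human IP6K1 during a 2 h RT reaction with ATP/IP6 (mix at 1.3 mM/130 uM); top library doses 57.5 and 19.1 uM final.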
GPT2 inh: Primary qHTS assay for inhibitors of Glutamate pyruvate transaminase 2 (GPT2) | Recombinant GPT2, coupled pyruvate oxidase/HRP Amplex Red fluorescence | Potency, µM (highest dose often 57.7 µM), for inactives: top-dose activity change, negative = inhibition, most hits filed as inhibitors | 100,000 compounds, 0.25% hits | Alanine aminotransferase 2 (Homo sapiens), Q8TD30; also: potency is read from the fitted curve at half-maximal effect; nearly all actives have a fitted effect of over 60% in size; many of its hits are not listed in these tables
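Fluorescence read-out: pyruvate from GPT2 turnover coupled to pyruvate oxidase, HRP and Amplex Red (0.2mM ThPP, 0.2U/mL PO and HRP, 50uM Amplex final). Substrates 250uM a-KG, 2mM L-alanine; enzyme 10ng/uL; 30 min RT.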
Numbers without * were called inactive; & = joins results of further samples; [ ] = remark or other dose. Unless noted, calls follow the shape of the dose curve; as a rule, active = well fitted curve in the direction sought with a large enough effect; inconclusive = small, poorly fitted or top-dose-only effect, or another doubt; inactive = no such curve, though single readings can be large; an effect the other way counts as inactive or inconclusive. Unless noted, % is scaled to controls: 0 for no effect and ±100 for the full control effect. Only part of the results is shown, so the mix of outcomes need not match the whole.

How did O=C(N[C@@H]1CN(Cc2cc(F)cc(F)c2)C[C@H]1CO)c1ccccc1 do in these assays?
HEK293 viab: inconclusive; HEK cytotox: -81%; Luciferase inh: 7%; 3T3 cytotox: -64%; SNCA expr inhib: inconclusive; IP6K1 inhibitor: -9; GPT2 inh: -2%

Results for O=C(NCCc1ccc(Cl)cc1)C1CN(c2ccc(F)cc2)C(=O)N1 (configuration not stated) ?
HEK293 viab: 7%; HEK cytotox: -15%; Luciferase inh: 6%; 3T3 cytotox: inconclusive; SNCA expr inhib: 9%; IP6K1 inhibitor: 27; GPT2 inh: -23%

How did COc1cccc([S+](=O)([O-])N2CCN(C(=O)c3nc4cccnc4n(CC(C)C)c3=O)CC2)c1 do in these assays?
HEK293 viab: -3%; HEK cytotox: 0%; 3T3 cytotox: -23%; SNCA expr inhib: -21%; IP6K1 inhibitor: 3; GPT2 inh: 0%

What do the screens show for `O=S(=O)(c1cnc[nH]1)N1CCC(c2nc(CCOCC3CCCC3)no2)C1` (configuration not stated)?
HEK293 viab: 9%[12.5 µM]; HEK cytotox: -28%; Luciferase inh: -3%; 3T3 cytotox: -21%; SNCA expr inhib: inconclusive; IP6K1 inhibitor: 23; GPT2 inh: 3%

Results for COc1ccccc1-c1[nH]nc2ncc(-c3c(C)noc3C)nc12 ?
HEK293 viab: 4%[87.6 µM]; HEK cytotox: 89µM*; Luciferase inh: -5%[172 µM]; 3T3 cytotox: inconclusive; SNCA expr inhib: 19%[87.6 µM]; IP6K1 inhibitor: 10; GPT2 inh: inconclusive

How did O=C(C1NCCc2[nH]cnc21)N1CCC(c2nc(-c3ccccc3)no2)CC1 (configuration not stated) do in these assays?
HEK293 viab: -4%; HEK cytotox: inconclusive; Luciferase inh: 2%; 3T3 cytotox: 4%; SNCA expr inhib: 3%; IP6K1 inhibitor: 5; GPT2 inh: -9%

How did CCC(CC)C(=O)N[C@@H](Cn1cc(-c2ccccc2F)c(=O)[nH]c1=O)C(=O)O do in these assays?
HEK293 viab: -5%[87.6 µM]; HEK cytotox: -3%[172 µM]; Luciferase inh: 0%[172 µM]; 3T3 cytotox: 5%[174 µM]; SNCA expr inhib: -6%[87.6 µM]; IP6K1 inhibitor: -2; GPT2 inh: -27%[88.5 µM]

Results for Cc1noc(C)c1S(=O)(=O)N1CCC[C@H](n2c(=O)n(C)c3cccnc32)C1 ?
HEK293 viab: 9%; HEK cytotox: inconclusive; Luciferase inh: -7%; 3T3 cytotox: -21%; SNCA expr inhib: -6%; IP6K1 inhibitor: 10; GPT2 inh: -11%

What do the screens show for `CCOc1cc(=O)n2c(c1C(=O)Nc1cc(Cl)ccc1F)CCCC2`?
HEK293 viab: -2%; HEK cytotox: inconclusive; Luciferase inh: 12%; 3T3 cytotox: inconclusive; SNCA expr inhib: -21%; IP6K1 inhibitor: -1; GPT2 inh: -1%

What do the screens show for `CCCN(CC1CCOC1)C(=O)NCC(C)C` (configuration not stated)?
HEK293 viab: -7%; HEK cytotox: 10%; Luciferase inh: 1%; 3T3 cytotox: inactive; SNCA expr inhib: inconclusive; IP6K1 inhibitor: 5; GPT2 inh: inactive

Results for Cc1cc(C)c(NC(=O)Cn2c(=O)n(-c3ccc(F)cc3)c(=O)c3c(C)c(C(=O)N(C)C)sc32)c(C)c1 ?
HEK293 viab: 13%; SNCA expr inhib: 4%; IP6K1 inhibitor: -27*

Results for COCCn1c(C)cc(C(=O)N2CCc3nn(CCOC)c(=O)n3CC2)c1C ?
HEK293 viab: inconclusive; HEK cytotox: inactive; Luciferase inh: -2%; 3T3 cytotox: inactive; SNCA expr inhib: 3%; IP6K1 inhibitor: 1; GPT2 inh: inactive

How did Fc1ccc2c(c1)-c1nc(-c3ccccc3)cc(-c3ccccc3)c1CO2 do in these assays?
HEK293 viab: 10%; SNCA expr inhib: 4%; IP6K1 inhibitor: -3

How did CCc1ccc(-n2c(=O)c3c4c(sc3n(CC(=O)N3CCC(C)CC3)c2=O)CCC4)cc1 do in these assays?
HEK293 viab: inconclusive; SNCA expr inhib: 3%; IP6K1 inhibitor: -16

What do the screens show for `NC(=O)CN1CCCC(N2CCN(Cc3ccc4c(c3)OCO4)CC2)C1` (configuration not stated)?
HEK293 viab: 8%; HEK cytotox: -5%; Luciferase inh: -6%; 3T3 cytotox: 4%; SNCA expr inhib: -3%; IP6K1 inhibitor: -1; GPT2 inh: -7%

2 compounds picked at random from the list so far, as already listed:
How did Fc1ccc2c(c1)-c1nc(-c3ccccc3)cc(-c3ccccc3)c1CO2 do in these assays?
HEK293 viab: 10%; SNCA expr inhib: 4%; IP6K1 inhibitor: -3

Results for COc1ccccc1-c1[nH]nc2ncc(-c3c(C)noc3C)nc12 ?
HEK293 viab: 4%[87.6 µM]; HEK cytotox: 89µM*; Luciferase inh: -5%[172 µM]; 3T3 cytotox: inconclusive; SNCA expr inhib: 19%[87.6 µM]; IP6K1 inhibitor: 10; GPT2 inh: inconclusive

(further entries)
Results for COc1ccccc1CNC(=O)CN1C(=O)CCc2cc(S(=O)(=O)N3CCCCC3)ccc21 ?
HEK293 viab: -14%; SNCA expr inhib: 18%; IP6K1 inhibitor: -9

What do the screens show for `CN1CCN(C(=O)c2cccc3nccnc23)CC12CCNCC2`?
HEK293 viab: 1%; HEK cytotox: -14%; Luciferase inh: 7%; 3T3 cytotox: -12%; SNCA expr inhib: -19%; IP6K1 inhibitor: 17; GPT2 inh: -5%

How did C#CCNC(=O)C1CCc2nnc(C3CCN(C(=O)Nc4ccc(Cl)cc4)CC3)n21 (configuration not stated) do in these assays?
HEK293 viab: 1%; HEK cytotox: inactive; 3T3 cytotox: 5%; SNCA expr inhib: 0%; IP6K1 inhibitor: -17; GPT2 inh: inactive

What do the screens show for `CNC(=O)[C@H]1C[C@]2(CCCCN(CCO)C2=O)N(C(=O)c2cccc(C#N)c2)[C@H]1c1ccco1`?
HEK cytotox: -6%; 3T3 cytotox: inconclusive; IP6K1 inhibitor: -10

Results for Cc1ccccc1-c1noc(-c2ccc(N3CCCCC3)c([N+](=O)[O-])c2)n1 ?
HEK293 viab: 13%; SNCA expr inhib: 61%[activator]; IP6K1 inhibitor: -18

What do the screens show for `Cc1ccc(NC(=O)Nc2nnc(N(C)Cc3ccccc3)s2)c(C)c1`?
HEK293 viab: -4%; SNCA expr inhib: 0%; IP6K1 inhibitor: 8

How did COc1ccc(OC)c(CCNc2ncnc3onc(C)c23)c1 do in these assays?
HEK293 viab: -4%; SNCA expr inhib: -2%; IP6K1 inhibitor: 1

What do the screens show for `CNC(=O)c1cc(C2CC2)nc2onc(C3CCN(C(=O)c4c(C)noc4C)CC3)c12`?
HEK cytotox: -1%; 3T3 cytotox: -7%; IP6K1 inhibitor: -5

Results for Cc1ccc(C(=O)N2CCCN(c3cc(-c4ccc(Cl)cc4)[nH]n3)CC2)cc1C ?
HEK293 viab: inconclusive; HEK cytotox: inconclusive; Luciferase inh: 7%; 3T3 cytotox: 35µM*; SNCA expr inhib: -10%; IP6K1 inhibitor: -2; GPT2 inh: -13%

What do the screens show for `Cc1ccc(CSc2nncn3c2cc2sccc23)cc1`?
HEK293 viab: -4%; SNCA expr inhib: 28%; IP6K1 inhibitor: 33

What do the screens show for `Cc1cc(C)nc(SCC(=O)Nc2ncc(Cc3cccc4ccccc34)s2)n1`?
HEK293 viab: -18%; IP6K1 inhibitor: -11; GPT2 inh: inactive

Results for N#Cc1c(C2CCNCC2)cc(-c2c(O)cccc2OCC2CC2)nc1N ?
HEK293 viab: -29%&-6%; SNCA expr inhib: -21%; IP6K1 inhibitor: 14; GPT2 inh: 2%

Results for Cc1cccc(-c2nnc(C3CCN(S(=O)(=O)c4cccc(Cl)c4)CC3)o2)c1 ?
HEK293 viab: -18%; SNCA expr inhib: inconclusive; IP6K1 inhibitor: -16

Results for Cc1[nH]c(=O)c(C#N)cc1C(=O)N1CCC2(CC1)C(=O)Nc1ccccc12 ?
HEK293 viab: 2%; HEK cytotox: -7%; Luciferase inh: -1%; 3T3 cytotox: -23%; SNCA expr inhib: 3%; IP6K1 inhibitor: 9; GPT2 inh: -10%

How did O=c1c2ccccc2n(Cc2cccc(F)c2)c(=O)n1Cc1ccccc1Cl do in these assays?
HEK293 viab: -20%; SNCA expr inhib: -7%; IP6K1 inhibitor: 11

Results for CC#CCn1cc2c3c(cccc31)[C@H](CC(C)C)N[C@H](C(=O)N1CCN(CCO)CC1)C2 ?
HEK293 viab: -3%[87.6 µM]; HEK cytotox: inconclusive; Luciferase inh: -3%[172 µM]; 3T3 cytotox: inconclusive; SNCA expr inhib: 11%[87.6 µM]; IP6K1 inhibitor: -2; GPT2 inh: -3%[88.5 µM]

What do the screens show for `COc1ccc(NC(=O)Cn2c(=O)n(CCc3ccccc3)c(=O)c3ccccc32)cc1`?
HEK293 viab: 8%; SNCA expr inhib: 125%[activator]; IP6K1 inhibitor: -16

How did CC(C)c1ccc(NC(=O)c2cc3sc(Cl)cc3n2C)cc1 do in these assays?
HEK293 viab: -4%; SNCA expr inhib: 61%[activator]; IP6K1 inhibitor: 9

What do the screens show for `O=C1NC(=NC2CCCCC2)C2(CCN(Cc3ccc(F)cc3)CC2)N1c1cccnc1`?
HEK293 viab: 0%; HEK cytotox: 4%; 3T3 cytotox: -4%; SNCA expr inhib: 4%; IP6K1 inhibitor: 11; GPT2 inh: inactive

How did O=[S+]([O-])(NC1CCN(c2ccnc3ccnn23)C1)c1cccs1 (configuration not stated) do in these assays?
HEK293 viab: 4%[87.6 µM]; HEK cytotox: 71µM*; 3T3 cytotox: inconclusive; SNCA expr inhib: 0%[87.6 µM]; IP6K1 inhibitor: -3; GPT2 inh: inactive

Results for O=C(c1ccoc1)N1CCC2(CC1)CC(CO)N(C(=O)c1ccccc1)C2 (configuration not stated) ?
HEK293 viab: -1%; HEK cytotox: 5%; Luciferase inh: 3%; 3T3 cytotox: inactive; SNCA expr inhib: 18%; IP6K1 inhibitor: -7; GPT2 inh: -5%

What do the screens show for `Cc1ccc(S(=O)(=O)c2nnn3c2nc(NC2CCCCC2)c2sccc23)cc1C`?
HEK293 viab: -15%; SNCA expr inhib: -25%; IP6K1 inhibitor: -9

Results for Cc1ccc(CNC(=O)N2CCc3nc(-c4ccccc4)[nH]c3C2)cc1 ?
HEK293 viab: 4%; HEK cytotox: inconclusive; 3T3 cytotox: inconclusive; SNCA expr inhib: 28%; IP6K1 inhibitor: 14; GPT2 inh: -5%

Source: PubChem (National Center for Advancing Translational Sciences (NCATS))
